RORg inh: blocks mouse ROR gamma transcriptional activity; P51450; Drosophila S2 Gal4-RORgamma UAS-luciferase reporter, 20 h; Potency, µM (top dose mostly 53.6 µM), for inactives: top-dose activity change, negative = inhibition, actives largely listed as inhibitors; actives 5.4% (n = 310,000); further: potency means the concentration at half of the fitted maximal effect; on the % scale 0 is the no-effect control and ±100 the full control effect; nearly all actives have a fitted effect of over 60% in size
Target sequence (P51450 whole entry, looked up, the tested form may be a part): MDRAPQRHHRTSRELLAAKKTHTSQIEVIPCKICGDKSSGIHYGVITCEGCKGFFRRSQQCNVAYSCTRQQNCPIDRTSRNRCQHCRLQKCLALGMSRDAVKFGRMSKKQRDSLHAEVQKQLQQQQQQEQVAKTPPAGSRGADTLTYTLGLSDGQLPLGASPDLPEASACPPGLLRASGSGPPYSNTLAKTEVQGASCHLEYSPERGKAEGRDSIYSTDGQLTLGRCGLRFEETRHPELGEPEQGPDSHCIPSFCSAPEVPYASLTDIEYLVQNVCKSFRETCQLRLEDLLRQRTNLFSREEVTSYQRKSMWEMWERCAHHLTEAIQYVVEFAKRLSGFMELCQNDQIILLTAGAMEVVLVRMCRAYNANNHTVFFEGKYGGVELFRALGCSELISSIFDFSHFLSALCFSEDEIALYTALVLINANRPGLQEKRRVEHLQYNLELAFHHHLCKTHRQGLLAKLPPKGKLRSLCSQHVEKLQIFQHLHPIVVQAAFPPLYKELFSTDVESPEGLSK
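Drosophila Schneider cells stably carrying a metallothionein-driven Gal4 DBD–ROR gamma fusion and a UAS-Photinus luciferase reporter were exposed to compound for 1 hr, then induced with copper sulfate (700 uM final) for 20 hr at ambient temperature before luminescence reading.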
TRPV1 ag: activates the human vanilloid receptor TRPV1. Q8NER1. TRPV1-expressing cells, Fluo-8 calcium influx, agonist mode. activation, % at 8.33 µM. actives 0.19% (n = 320,000); in the data active means activation above about 80%; inconclusive means between about 30% and that limit; further: 0% is about no effect
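TRPV1-expressing cells were cultured overnight at 35.5C and loaded with Fluo-8 calcium dye for 40 to 90 min at room temperature. After a 10 s baseline, compound was added and calcium influx was read kinetically for 3 min (ex 480/em 520 nm).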
p53 reactivator: restores transcriptional activity of mutant p53. H1299 p53-A138V BP100-luciferase reporter, luminescence, 24 h. Potency, µM (series often up to 92.2 µM), for the others: at the top dose activity change, positive = activation, hits mostly activators. actives 0.063% (n = 320,000). AID 504706; further: potency means the concentration at half of the fitted maximal effect; % of control where 0% means no effect; nearly all actives have a fitted effect of over 45% in size
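p53-null H1299 cells stably carrying temperature-sensitive p53-A138V and a BP100-luciferase reporter were pinned with compounds (4-point, 1:5 series) and held 24 hrs at 37 deg C. Luminescence was read 10 min after detection reagent.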
Gal4-VP16 FLuc: Gal4-VP16 reporter inhibition counter-screen; Drosophila S2 Gal4-VP16 UAS-luciferase, luminescence, 20 h; Potency, µM (top dose mostly 53.6 µM), without a hit: at the top dose activity, negative = inhibition, usual class: inhibitors; actives 3.5% (n = 310,000);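 further: Gal4-VP16 expression switched on by copper sulfate through the metallothionein promoter; potency means the concentration at half of the fitted maximal effect; on the % scale 0 is the no-effect control and ±100 the full control effect; nearly all actives have a fitted effect of over 50% in size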
NPC1 promoter act: activates the NPC1 promoter. AID 485313. Potency, µM (titrated, usually from 9.22 µM), inactives show at the top dose activation, most hits filed as activators. actives 2.4% (n = 320,000). Huh7 NPC1 promoter luciferase reporter, 24 h;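 further: potency means the concentration at half of the fitted maximal effect; % of control where 0% means no effect; nearly all actives have a fitted effect of over 60% in size; reporter is driven by a mutant NPC1 promoter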
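Stable NPC1-promoter luciferase Huh7 line; cpd (DMSO) 24 h, 37 °C, 5% CO2; Amplite luciferase reagent 10 min RT; luminescence readout. qHTS format.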
Tb PFK block: inhibitors of T. brucei phosphofructokinase | T. brucei PFK, ADP-Glo luminescence | Potency, µM (top dose mostly 57.5 µM), inactives show at the top dose activity, negative = inhibition, actives largely listed as inhibitors | actives 0.17% (n = 330,000);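 further: potency means the concentration at half of the fitted maximal effect; 0% = uninhibited 1x PFK enzyme wells and -100% = no-enzyme wells; nearly all actives have a fitted effect of over 60% in size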
Target sequence (O15648 whole entry, looked up): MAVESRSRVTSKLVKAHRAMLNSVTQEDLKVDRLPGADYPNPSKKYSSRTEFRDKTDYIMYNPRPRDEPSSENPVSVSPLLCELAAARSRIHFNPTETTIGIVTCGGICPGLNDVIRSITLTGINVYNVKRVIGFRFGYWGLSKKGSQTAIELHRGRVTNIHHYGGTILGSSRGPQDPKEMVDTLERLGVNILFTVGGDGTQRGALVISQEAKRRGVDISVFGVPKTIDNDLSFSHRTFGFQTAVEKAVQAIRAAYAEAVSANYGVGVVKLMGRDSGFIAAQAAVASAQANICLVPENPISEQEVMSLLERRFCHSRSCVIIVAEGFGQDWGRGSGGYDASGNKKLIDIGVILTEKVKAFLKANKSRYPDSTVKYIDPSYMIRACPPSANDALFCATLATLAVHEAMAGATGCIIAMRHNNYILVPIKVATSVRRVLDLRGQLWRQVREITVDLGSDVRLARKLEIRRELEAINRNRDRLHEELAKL
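Activity is normalized to no-enzyme wells (full inhibition) and 1.25 nM enzyme wells (no inhibition). Reaction: 0.5 mM F6P, 0.1 mM ATP, 45 min RT, ADP-Glo luminescence; concentration-response curves fitted and classed by quality.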
ELG1 DNA repair: inhibitors of ELG1-dependent DNA repair in HEK293T cells; HEK293T ELG1-luciferase reporter, luminescence, 16 h; DNA damage induced by 5-fluorouridine; Potency, µM (titrated, usually from 46.1 µM), for the others: top-dose activity change, negative = inhibition, actives largely listed as inhibitors; actives 2.3% (n = 330,000); further: potency means the concentration at half of the fitted maximal effect; on the % scale 0 is the no-effect control and ±100 the full control effect; nearly all actives have a fitted effect of over 55% in size
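Luminescence from the luciferase reporter, measured 30 min after ONE-Glo reagent at room temperature, was the read-out. Beforehand, 2,000 cells per well were exposed for 16 hr at 37 °C to 5-fluorouridine together with compound or vehicle.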
Rab9 prom act: activates the Rab9 promoter | actives 2.8% (n = 320,000) | Huh7 Rab9 promoter-luciferase reporter, luminescence, 24 h | Potency, µM (doses to about 9.22 µM), for inactives: top-dose activation, negative = inhibition, actives largely listed as activators; further: potency means the concentration at half of the fitted maximal effect; % of control where 0% means no effect; nearly all actives have a fitted effect of over 60% in size
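Using Huh7 cells stably transfected with Rab9 promoter–luciferase, compounds were incubated 24 h at 37 °C, 5% CO2; luciferase luminescence was read 10 min after reagent addition.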
FLuc counter: firefly luciferase modulation, counter-screen for miR-21 project; purified FLuc, Km substrates, luminescence inhibition; P08659; actives 6.9% (n = 360,000); Potency, µM (highest dose often 57.5 µM), inactives show top-dose activity change, negative = inhibition, hits mostly inhibitors;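 further: potency means the concentration at half of the fitted maximal effect; plate controls were vehicle for no effect and reference inhibitor for full effect; nearly all actives have a fitted effect of over 55% in size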
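Biochemical qHTS of compounds, final roughly 60 µM downward over six points, against 10 nM purified firefly luciferase using Km concentrations of substrates (10 uM D-luciferin, 10 uM ATP) in Tris acetate pH 7.5 buffer; luminescence output.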
BRCA1 expr up: BRCA1 expression activation. Potency, µM (titrated, usually from 46.1 µM), inactives show top-dose activation, most hits filed as activators. actives 1.1% (n = 380,000). MCF7-BRCA1-FFLuc reporter, luminescence, 48 h; response scale: scaled: vehicle 0%, 10 µM genistein 100%. AID 624202; further: potency means the concentration at half of the fitted maximal effect; nearly all actives have a fitted effect of over 80% in size; some results filed as inactive show a strong effect at the top dose
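MCF7-BRCA1-FFLuc cells, 2000/well in phenol-red-free MEM, attached 2 h then treated 48 h at 37 C. Luciferase luminescence read 15 min after reagent; normalized to genistein maximum activation (10microM) and DMSO, concentration-response fitted.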
ELG1 genotox: inducers of genotoxicity in HEK293T ELG1-luciferase cells; Potency, µM (titrated, usually from 46 µM), inactives show at the highest dose activity change, positive = activation, hits mostly activators; AID 504466; HEK293T ELG1-luciferase reporter, luminescence, 16 h; actives 1.3% (n = 330,000); further: potency means the concentration at half of the fitted maximal effect; % of control where 0% means no effect; nearly all actives have a fitted effect of over 60% in size
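Step 1: seed 2,000 HEK293T ELG1-luciferase cells per well. Step 2: add compound or DMSO, incubate 16 hr at 37 °C. Step 3: ONE-Glo, 30 min at room temperature, read luminescence.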
* = called active by the depositor; ? = inconclusive; nt = no result given; [ ] = remark or other dose. Unless noted, the call rests on the fitted dose curve; in most records, active means well fitted curve in the direction sought with a large enough effect; inconclusive means small, poorly fitted or top-dose-only effect, or another doubt; inactive means no such curve, though single readings can be large; an effect the other way counts as inactive or inconclusive.

SMILES	RORg inh	TRPV1 ag	p53 reactivator	Gal4-VP16 FLuc	NPC1 promoter act	Tb PFK block	ELG1 DNA repair	Rab9 prom act	FLuc counter	BRCA1 expr up	ELG1 genotox
Cc1nc(SCC(=O)Nc2c(C)n(C)n(-c3ccccc3)c2=O)nc(C)c1C	7%	0	1%	-7%	-2%	-1%	-10%	-2%	2%	13%	0%
CCCCn1nc2cc(C(=O)NCCc3ccc(C)cc3)ccc2c1OCC	-4%	3	-7%	-7%	-1%	-4%	-2%	4%	0%	-7%	-6%
CCOC(=O)CC(=O)Nc1nc2ccccc2s1	13%	0	6%	-2%	1%	-4%	?	4%	-16%	1%	?
COc1ccc(C(=O)OCC(=O)Nc2cccc(C(C)=O)c2)c(OC)c1OC	26%	5	-8%	1%	-3%	7%	?	-5%	?	-7%	-12%
O=C(c1ccc(CNc2c(NC3CCCCC3)c(=O)c2=O)cc1)N1CCc2ccccc21	5%	2	6%	-13%	-1%	1%	12%	-14%	0%	-12%	-5%
CC(=O)N1CCc2cc(S(=O)(=O)NCCN3CCC(C)CC3)ccc21	-13%	-5	-1%	9%	0%	2%	-2%	2%	0%	-10%	0%
COc1ccccc1NC(=O)C(C)OC(=O)Cc1n[nH]c(=O)c2ccccc12 (centres undefined)	nt	19	7%	nt	2%	-13%	15%	-9%	-1%	20%	7%
Cc1cccc(C(=O)O[C@H]2[C@H](Cc3ccccc3)NS(=O)(=O)[C@H]3CC4C=C[C@]23O4)c1	nt	nt	-3%	nt	nt	0%	25%	nt	nt	9%	1%
CCOC(=O)c1ccccc1NC(=O)c1ccccc1NS(C)(=O)=O	-25%	10	11%	-2%	0%	5%	-8%	2%	-1%[2.3 µM]	-24%	-6%
CC1CCC2(CC1)NC(=O)N(Cc1nc(-c3ccccc3)no1)C2=O (centres undefined)	17%	2	-6%	-10%	0%	-2%	?	4%	-3%	0%	-15%
Oc1ccc(Br)cc1-c1ccnn1-c1ccccc1	7%	-1	-43%[inhibitor]	1%	-27%	-5%	?	-5%	4%	-84%[inhibitor]	0%
O=C1Cc2ccccc2C(=O)N1CCc1ccccc1	11%	nt	4%	-2%	2%	0%	11%	?	?	-46%	5%
Cc1[nH]n(C)c(=O)c1C(=O)c1c(-c2ccccc2Cl)noc1C	-36%	-2	14%	17%	9%	-7%	20%	-1%	2%	6%	1%
CCOC(=O)C(CC)Sc1ccc2nnc(CCNS(=O)(=O)c3ccccc3)n2n1 (centres undefined)	10%	-4	1%	-4%	0%	-1%	16%	5%	-1%	4%	1%
Cn1c(-n2c(CCCN3C(=O)c4ccccc4C3=O)nc3ccccc3c2=O)nc2ccccc21	5%	9	-3%	?	8%	0%	?	0%	-16%	-24%	-15%
OC(COCC1COc2ccccc2O1)CN1CCc2ccccc2C1 (centres undefined)	34%	4	-4%	-2%	2%	0%	9%	0%	-2%	0%	-4%
Cc1ccc(OCCN2C(=O)NC3(CCc4ccccc4C3)C2=O)cc1 (centres undefined)	17%	17	-8%	2%	-1%	-1%	0%	-4%	-1%	33%	-1%
Cc1cc(-n2c(C)cc(C(=O)CN3C(=O)C(=O)N(C)C3=O)c2C)no1	nt	nt	6%	nt	nt	8%	0%	nt	nt	-11%	2%
CN(C)CCNc1cnn(-c2ccccc2)c(=O)c1Cl	0%	-1	4%	-14%	1%	-6%	-2%	0%	7%	14%	4%
O=C(Nc1ncccn1)C1=C(O)c2ccccc2S(=O)(=O)N1Cc1ccccc1	-2%	3	0%	3%	0%	-8%	-10%	-1%	1%	2%	0%
CCN(C[C@H]1N[C@@](CC)(C(=O)OC)[C@H]2C(=O)N(Cc3ccccc3)C(=O)[C@@H]12)C(=O)c1ccc(F)cc1	nt	nt	4%	nt	nt	3%	16µM*	nt	nt	-3%	-6%
C=C(C)c1cccc(C(C)(C)NC(=O)N2CCN(C/C=C/c3ccccc3)CC2)c1	0%	1	-7%	-21%	-4%	5%	?	5%	0%	-44%	-2%
CCn1c(=O)c(C(=O)Nc2ccccc2S(N)(=O)=O)c(O)c2ccccc21	?	1	?	4%	14%	-8%	?	23%	-1%	-18%	13%
O=C(CSc1nc(-c2ccccc2Cl)ns1)c1ccc(Cl)cc1	13%	6	12%	-12%	-12%	0%	12%	1%	8%	-25%	0%
C[C@@H]1COC(=O)CCC/C=C\C[C@@H](CC(=O)N(CCO)Cc2ccccc2)C(=O)N1	nt	nt	-5%	nt	nt	-4%	19%	nt	nt	13%	0%
CCOc1cccc(OCCCNCCCOC)c1	0%	-1	2%	-5%	0%	-1%	-5%	3%	1%	4%	1%
CCOc1ccc2[nH]c3c(NCCCOC)ncnc3c2c1	28%	-7	7%	2%	?	4%	?	18%	?	74%	?
c1ccc(-c2ccccc2OCCCCn2ccnc2)cc1	?	7	-1%	?	-4%	-2%	-4%	-5%	2%	-49%	-2%
COc1ccc(Cl)cc1NC(=O)CNCc1cccs1	5%	10	0%	-8%	-3%	-4%	-10%	-8%	2%	5%	-9%
O=C(CNC1CCCCC1)Nc1ccc(S(=O)(=O)N2CCCCC2)cc1	28%	-3	-2%	0%	-9%	-1%	-5%	-10%	0%	-17%	-6%
CCn1c(SCC(=O)N2CCCc3ccccc32)nnc1-c1c[nH]c2ccccc12	?	1	-1%	-3%	-3%	0%	?	-1%	3%	-11%	-3%
CCCc1nnc(SCC(=O)Nc2ccc(NC(C)=O)cc2)n1-n1cccc1	nt	4	-3%	nt	3%	22%	0%	1%	0%	-5%	-3%
COc1ccc(CC(=O)NC(C)c2nnc(SCC(=O)Nc3nc(C)cs3)n2C)cc1 (centres undefined)	43%	-1	3%	-9%	-4%	-3%	-2%	-1%	8%	7%	-2%
CCNC(=S)NN=C1c2ccccc2-c2ccccc21	1.8µM*	22	4%	3.2µM*	-8%	-2%	?	2%	-19%	-18%	-9%
Cc1[nH]c2ccc(-c3n[nH]c(=S)n3C)cc2c1C	11µM*	6	4%	?	2%	2%	?	6%	-14%	16%	12%
O=c1c2ccccc2c(C=Nc2ccc(Cl)cn2)c(O)n1-c1cc(Cl)ccc1N1CCOCC1	-13%	15	-1%	4%	-4%	5%	1%	-3%	4%	-14%	0%
COc1ccc(CC(NC(C)=O)C(=O)NC2CCN(c3nc(C)cc(C)c3C#N)CC2)cc1OC (centres undefined)	-14%	1	1%	-6%	-1%	1%	?	-1%	-1%	-19%	-4%
CCOc1ccc(CN2CCN(Cc3cccc4c3OCO4)CC2CCO)cc1 (centres undefined)	-11%	1	-1%	-17%	-1%	0%	10%	-10%	0%	-19%	-5%
CC(=O)c1cccc(NC(=O)COC(=O)c2ccc3c(c2)OCO3)c1	nt	4	7%	nt	1%	2%	16%	-1%	3%	11%	2%
CCOC(=O)C1CCN(C(=O)COC(=O)CSc2ccc([N+](=O)[O-])cc2)CC1	nt	-3	0%	nt	-2%	-1%	1%	0%	3%	4%	0%
CC(C)OCC(O)Cn1c(N2CCCC2)nc2c1c(=O)[nH]c(=O)n2C (centres undefined)	-3%	-3	-7%	-6%	0%	3%	3%	-2%	8%	3%	5%
O=C(CSc1nnc(CNC(=O)c2c(F)cccc2Cl)o1)NC1CCCC1	0%	2	-3%	-5%	-2%	3%	0%	-3%	-1%	0%	6%
O=C(CSc1nnc(CNC(=O)c2ccco2)o1)Nc1ccccc1	5%	2	-1%	9%	-1%	-4%	7%	13%	2%	-3%	1%
O=C(Nc1ccc(S(=O)(=O)N2CCCCC2)cc1)C1CC(=O)N(c2ccccc2)C1 (centres undefined)	?	-1	-1%	6%	-5%	-4%	-3%	3%	-1%	-16%	-8%
CC(=O)Nc1ccc(NC(=O)C(C)OC(=O)C(C)SCC(=O)Nc2ccc(F)cc2)cc1 (centres undefined)	nt	-1	-1%	nt	0%	0%	3%	-17%	3%	-3%	2%
C#Cc1ccc([C@H]2C=C(C(=O)Nc3ccccc3)O[C@@H](OCc3ccc(CO)cc3)C2)cc1	9%	1	-1%	16%	0%	1%	-14%	-4%	0%	0%	-1%

Bioassay records deposited in PubChem BioAssay by National Center for Advancing Translational Sciences (NCATS).
